Source: PubChem BioAssay
TTR transcr act: TTR transcription activation, primary screen; actives 1.3% (n = 92,000); SH-SY5Y TTR promoter Gaussia luciferase, luminescence; 100% = recombinant luciferase protein wells; activation, % at 16.7 µM;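 active means activation above the mean of all tested compounds plus 3 SD, cut at about 9.5% in these data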;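 further: cells exposed to compounds for one day before reading; 0% = median of all test compound wells on the plate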
An asterisk follows results filed as active. The list is partial; count on the stated rates, not on these rows.

SMILES | TTR transcr act
CC(Oc1ccc2c(c1)oc(=O)c1ccccc12)C(=O)NC(Cc1c[nH]c2ccc(O)cc12)C(=O)O (stereo not drawn) | -1.7
CCCn1c(SCC(=O)Nc2sc(C)c(C)c2C(=O)OCC)nc2c1c(=O)n(C)c(=O)n2C | 0.5
Cc1ccc(NC(=O)CCNC(=O)c2ccco2)cc1F | -2.2
N#CC1=C(N)Oc2cc(O)ccc2C1c1cccs1 (stereo not drawn) | -4.1
O=C(Nc1ccc(Cl)cc1)/C(=C/c1cccc(O)c1)c1nc2ccccc2s1 | -5.7
COc1ccc(NC(=O)c2sc3nc(N4CCCC4)c4c(c3c2N)CC(C)(C)OC4)cc1 | 1.9
Cc1c(/C(O)=C2\C(=O)C(=O)N(CCN(C)C)C2c2cccs2)cnn1-c1ccccc1 (stereo not drawn) | 3.0
CCN(Cc1ccccc1)C(=O)CSc1nc(C)cc(=O)[nH]1 | 3.3
CC(C)(C#CC(O)(c1ccccc1)c1ccccc1)N1CCCCC1 | 0.9
O=C(NC1CCCc2ccccc21)c1cc(S(=O)(=O)N2CCOCC2)ccc1F (stereo not drawn) | 3.7
CCc1cccc(C)c1NC(=S)NCC(c1cccnc1)N(C)C (stereo not drawn) | 2.6
O=C(NCCCn1ccnc1)c1ccc(Cl)cc1[N+](=O)[O-] | -1.2
CCN1C=C(Cc2ccccc2C)C2=C(C1)C(c1ccccc1C)C(C#N)=C(N)O2 (stereo not drawn) | -4.0
Cc1c(OCC(=O)NCc2ccccn2)ccc2c3c(c(=O)oc12)CCCC3 | -1.4
CC(C)=N/N=c1\scc(C)n1Cc1ccco1 | 1.3
CCCc1nc2c(s1)CCc1onc(-c3ccc(OC)cc3)c1-2 | -3.8
Cc1ccc(C)c(S(=O)(=O)N2CCN(C(=O)c3cnccn3)CC2)c1 | -2.2
CC=CCn1c(SCCCc2ccccc2)nc2c1c(=O)[nH]c(=O)n2C | -0.9
O=C(NCCc1cccc(C(F)(F)F)c1)C1CCC(=O)N(C2CC2)C1 (stereo not drawn) | 1.1
COc1cccc(C(=O)Oc2cc3c4c(c2)C(C)=CC(C)(C)N4C(=O)C3=O)c1 | -2.3
Cc1ccc(CN2CC(C(=O)NC3CCCC(C)C3C)CC2=O)cc1 (stereo not drawn) | 0.0
Cn1c(CNC(=O)c2ccccc2F)nnc1SCc1ccc(F)cc1 | 2.9
COc1ccc(CC(=O)NNc2ncnc3c2cnn3C)cc1 | -0.1
N#C/C(=C\c1cccc(OCC(=O)O)c1)c1nc2ccccc2[nH]1 | -1.9
COc1ccc(OC)c(C2=NOC(C(=O)NCCN3CCOCC3)C2)c1 (stereo not drawn) | 2.5
Following part:
SMILES | TTR transcr act
CC1(C)Cc2c(c(-c3ccccc3)nc3[nH][nH]c(=O)c23)CO1 | -2.2
O=[N+]([O-])c1c(NCc2ccco2)ncnc1NCc1ccco1 | 2.5
Cc1ccc(Nc2c(-c3ccc(N4CCOCC4)cc3)nc3ncccn23)cc1C | 0.3
Cc1cc(C)nc(N2N=C(C(F)(F)F)CC2=O)n1 | 0.1
CCN(Cc1ccccc1)C(=O)c1c[nH]c2ccc(S(=O)(=O)N(C)CCC#N)cc2c1=O | -0.3
CCC1OC(C(C)C)Cc2[nH][nH]c(=O)c21 (stereo not drawn) | -1.3
CCC1CSC(Nc2ccc(C(=O)/C=C/c3ccc(OC)c(OC)c3)cc2)=N1 (stereo not drawn) | -6.2
O=C(Cc1ccccc1)Nc1ccc(N2CCN(Cc3ccccc3F)CC2)cc1 | 7.8
Brc1cccc(CSc2nnc(-c3ccncc3)o2)c1 | -1.0
COCC(=O)OCC(=O)Nc1cc(C(C)(C)C)nn1-c1ccccc1 | 1.8
O=C1C2C3C=CC(C4CC34)C2C(=O)N1CCc1ccccc1 (stereo not drawn) | 0.5
S=c1[nH]nc(CCc2ccccc2)n1-c1ccccc1 | 5.9
COc1cccc(C(=O)CN2C(=O)C(C)(C)Oc3ccc(C(=O)N4CCOCC4)cc32)c1 | 0.0
O=c1n(Cc2ccccc2Cl)c2sc3c(c2c2ncnn12)CCCC3 | -1.5
CCc1nc2ccc(C(=O)Nc3cccc(OCC(=O)N(C)C)c3)cn2c1N(CCN(C)C)CC1CC1 | -0.5
CCN(CC)S(=O)(=O)c1ccc(N=Cc2c(C)c(C#N)c(=O)n(C)c2O)cc1 | 0.3
C=C(C(=O)Nc1ccccc1)c1ccc(C)cc1 | 2.0
C[C@@H]1CN([C@H](C)CO)C(=O)c2cc(Br)cnc2O[C@H]1CN(C)C | -0.1
O=S(=O)(c1ccccc1)N1CCC(Oc2ccc(-n3cnnn3)cc2)CC1 | 2.6
COCCCNC(=O)c1cc2cc3cc(OC)ccc3nc2o1 | -1.2
CCCN(CCC)CC(O)CN(c1ccccc1)S(=O)(=O)c1ccc(C)cc1 (stereo not drawn) | -1.5
Cc1ccccc1OCCCC(=O)NCc1ccco1 | -0.4
CCOc1ccc(S(=O)(=O)NC2CC2)cc1C(N)=O | -0.9
C[C@H](CO)N1C[C@H](C)[C@@H](CN(C)C(=O)Nc2ccccc2)Oc2ncc(C#CC3CCCCC3)cc2C1=O | 3.5
Cc1ccc([N+](=O)[O-])cc1NC(=O)CNC1CCCCC1 | 17*
Later entries
SMILES | TTR transcr act
CC(OC(=O)c1cc[n+]([O-])cc1)C(=O)NCc1ccccc1 (stereo not drawn) | 0.2
COc1cccc(Cn2c(Cn3c(-c4cnccn4)nc4ccccc43)nc3ccccc32)c1 | 2.2
CCn1cc(CN2CCC(C(=O)Nc3cccc(-c4cscn4)c3)CC2)cn1 | 7.9
COC(=O)[C@H](Cc1ccccc1)NC(=O)Cn1ccc(NC(=O)OCc2ccccc2)nc1=O | 3.9
CC(C)c1ccc(/C=N/n2cnnc2)cc1 | -0.5
CN(C)S(=O)(=O)c1cccc(C(=O)Nc2cc(S(=O)(=O)N3CCOCC3)ccc2N2CCCC2)c1 | 0.2
COC(C(=O)NNS(=O)(=O)c1ccccc1[N+](=O)[O-])c1ccccc1 (stereo not drawn) | 1.2
O=C(CSc1nnc(NC(=O)c2ccco2)s1)Nc1ccccc1 | 0.2
c1ccc(N2CCN(C3CCSC3)CC2)cc1 (stereo not drawn) | 7.4
Nc1nc(SCC(=O)NCC2CCCO2)n[nH]1 (stereo not drawn) | -0.7
COCCOC(=O)c1c(NC(=O)CNCc2ccco2)sc(C(N)=O)c1C | 1.1
CC(=O)NC1=NN(C(C)=O)C(C)(CC(=O)OC(C)(C)C)S1 (stereo not drawn) | 4.1
O=C(CCC(=O)OCC(=O)c1ccc(Br)cc1)Nc1cccc2cccnc12 | 0.1
Cc1ccc(S(=O)(=O)N2CCCCC2)cc1NC(=O)Cc1cccs1 | -1.3
CC(=O)N/C(=C\c1ccc(C)cc1)C(=O)O | 0.1
COc1ccc2cc(C=O)n(C)c2c1 | 5.4
S=C(NCC1CCCO1)Nc1cccc2ccccc12 (stereo not drawn) | -1.4
Cc1ccc(-n2nc3c(c2NC(=O)/C=C\c2ccc4c(c2)OCO4)CSC3)cc1 | 0.9
COc1ccc(NC(=O)C2=C(C)Nc3nc(CCCO)nn3C2c2ccc(OC)c(OC)c2)cc1 (stereo not drawn) | -0.1
O=C(COC(=O)c1ccccc1)c1ccc(Br)cc1 | 0.1
Cc1cc(C(F)F)n2nc(C(=O)Nc3ccc(S(=O)(=O)NC45CC6CC(CC(C6)C4)C5)cc3)nc2n1 | -2.3
CC(=O)N1CCN(CC(=O)Nc2cccc(S(=O)(=O)N3CCCCC3)c2)CC1 | -1.0
COc1ccc(S(=O)(=O)N2CCN(Cc3cccc(F)c3)CC2)cc1 | -1.3
COc1cccc(C2CC(c3cccs3)=NN2S(C)(=O)=O)c1OC (stereo not drawn) | -2.5
CN(C)c1ccc(C(=O)/C=C/c2ccccc2)cc1 | 0.1

Ordered by molecular weight (largest number first): some entries from above
SMILES | TTR transcr act
CN(C)S(=O)(=O)c1cccc(C(=O)Nc2cc(S(=O)(=O)N3CCOCC3)ccc2N2CCCC2)c1 | 0.2
COC(=O)[C@H](Cc1ccccc1)NC(=O)Cn1ccc(NC(=O)OCc2ccccc2)nc1=O | 3.9
Cc1ccc(-n2nc3c(c2NC(=O)/C=C\c2ccc4c(c2)OCO4)CSC3)cc1 | 0.9
O=C(Cc1ccccc1)Nc1ccc(N2CCN(Cc3ccccc3F)CC2)cc1 | 7.8
C[C@@H]1CN([C@H](C)CO)C(=O)c2cc(Br)cnc2O[C@H]1CN(C)C | -0.1
Cc1c(OCC(=O)NCc2ccccn2)ccc2c3c(c(=O)oc12)CCCC3 | -1.4
Cn1c(CNC(=O)c2ccccc2F)nnc1SCc1ccc(F)cc1 | 2.9
CC=CCn1c(SCCCc2ccccc2)nc2c1c(=O)[nH]c(=O)n2C | -0.9
COC(C(=O)NNS(=O)(=O)c1ccccc1[N+](=O)[O-])c1ccccc1 (stereo not drawn) | 1.2
O=C(CSc1nnc(NC(=O)c2ccco2)s1)Nc1ccccc1 | 0.2
Cc1ccc(CN2CC(C(=O)NC3CCCC(C)C3C)CC2=O)cc1 (stereo not drawn) | 0.0
CC(C)(C#CC(O)(c1ccccc1)c1ccccc1)N1CCCCC1 | 0.9
CCCc1nc2c(s1)CCc1onc(-c3ccc(OC)cc3)c1-2 | -3.8
O=[N+]([O-])c1c(NCc2ccco2)ncnc1NCc1ccco1 | 2.5
COc1ccc(CC(=O)NNc2ncnc3c2cnn3C)cc1 | -0.1
N#CC1=C(N)Oc2cc(O)ccc2C1c1cccs1 (stereo not drawn) | -4.1
COc1ccc2cc(C=O)n(C)c2c1 | 5.4

(further entries)
SMILES | TTR transcr act
COc1cccc(C(=O)/C=C/Nc2ccc(S(=O)(=O)Nc3onc(C)c3C)cc2)c1 | -0.2
CCc1nnc(NC(=O)c2nn(-c3ccccc3)nc2C)s1 | -2.3
COc1cc(OC)c(NS(=O)(=O)c2ccc(Cl)c(C(=O)OC(C)C(=O)N3CCCC3)c2)cc1Cl (stereo not drawn) | 1.0
OC(COc1c(Br)cc(Br)cc1Br)CN1CCOCC1 (stereo not drawn) | -2.4
COc1ccc(NC(=O)Cn2c(=O)n(-c3ccccc3)c(=O)c3sccc32)c(OC)c1 | -1.7
CSc1cccc(CNC(=O)C2CCC(=O)N(CC3CCCCC3)C2)c1 (stereo not drawn) | -0.5
CC(C)c1ccc(CN(C)CC(O)c2ccccc2)cc1 (stereo not drawn) | 5.8
COc1ccccc1N(Cc1ccccc1)S(=O)(=O)c1cccc(C(=O)Nc2ccccn2)c1 | -2.0
CCS(=O)(=O)Nc1cc2c3c(c1)CCC(=O)N3CCC2 | -0.8
COc1ccccc1NC(=O)N1CCCC1C(=O)NCc1ccccc1 (stereo not drawn) | -0.2
CC(C)(CC(=O)O)CC(=O)Nc1ccc(Cl)c(Cl)c1 | -0.1
CC(C)Sc1nc2c([nH]c3ccccc32)c(=O)n1C | 0.8
CCOC(=O)C[C@@H](C#N)NC(=O)[C@@H]1CCCN1C(=O)[C@@H](NC(=O)c1ccc(N)c(Cl)c1)C(C)(C)C | 3.9
CCc1ccc(NC(=O)COC(=O)c2cccs2)cc1 | 1.7
CCc1ccc(OCCCCCn2ccnc2)cc1 | 0.7
COc1ccc2oc3cc(C)[n+]([O-])c(-c4ccc(C)cc4)c3c2c1 | -0.2
Cc1ccccc1NC(=O)c1ccc2nccnc2c1 | -1.3
CCCC(=O)Nc1cc(OC)c(NC(=S)Nc2ccc(CC)cc2)cc1OC | 2.1
C[C@H]1[C@H](c2ccccc2)OC(O)([C@H](Cc2ccccc2)NC(=O)OC(C)(C)C)CN1C (stereo partly drawn) | -0.2
CNC(=O)/C(=C\c1ccc([N+](=O)[O-])cc1)NC(C)=O | 3.2
Cc1cc2c(ncn2C)c(NS(=O)(=O)c2ccc(Cl)cc2)c1C | -0.5
COc1ccc(NC(=O)Nc2cccc(Cl)c2Cl)c(OC)n1 | -0.3
CCc1ccc(NC(=O)C2C3C=CC(C4CC34)C2C(=O)O)cc1 (stereo not drawn) | 0.1
COc1cc(C(=O)NCCN2CCOCC2)cc(OC)c1OC | -0.2
CN(C)S(=O)(=O)N(CC(=O)N1CCOCC1)c1ccccc1 | 1.0
The list goes on:
SMILES | TTR transcr act
COc1ccc(NS(=O)(=O)c2cc(NC(=O)c3ccco3)ccc2N2CCCC2)cc1 | -1.3
S=c1[nH]nc(COc2ccc(Cl)cc2)n1-c1ccccc1 | 4.1
CC(=O)c1ccc(N/N=C(/C(N)=O)C2=NC(C)(C)Cc3ccccc32)cc1 | -4.3
CCOc1cc(C(=O)OCC(=O)Nc2c(C)cccc2C)ccc1OCC(=O)N1CCOCC1 | 2.0
CCOc1cc(OCC)cc(C(=O)N2CCC[C@@H]2C(=O)N2CCC[C@@H]2C(=O)NCc2ccccc2Cl)c1 | -0.2
N#Cc1ccc(C(=O)Nc2nnc(-c3ccccn3)o2)cc1 | 2.2
O=C1[C@H](Cc2ccccc2)NCCCC[C@@H](c2ccc(Cl)cc2)N1Cc1ccccc1 | -0.2
COC(=O)c1cc(NS(=O)(=O)c2ccc(N3CCCCC3)c([N+](=O)[O-])c2)cc(C(=O)OC)c1 | -1.8
Cc1ccc(Cc2c(-c3cccc(Br)c3)nc3c(Cl)cc(C(F)(F)F)cn23)cc1 | 4.7
Cc1ccsc1CNn1cnnc1SCc1ccccc1F | -0.9
CC(C)(O)C#Cc1ccc(CN2CCN(C3CCCC3)C(CCO)C2)cc1 (stereo not drawn) | -1.5
CC(=O)Nc1ccc(/C=C/C(=O)c2ccc3c(c2)OCCO3)cc1 | 3.1
O=C(/C=C/c1ccc(OC(F)F)cc1)OCC(=O)N1CCC(c2ccccc2)=N1 | -0.7
COc1ccc(NC(=O)COC(=O)CN2C(=O)NC(C)(C)C2=O)cc1 | 1.1
CC(C)CCc1noc(CN2CCC(CCN3CCCC3=O)CC2)n1 | -0.4
COc1ccc(N(CC(=O)Nc2cccc(N(C)S(C)(=O)=O)c2)S(=O)(=O)c2ccc(C)cc2)cc1 | 1.0
CCCCNC(=S)NCCN1CCCCC1 | -0.1
CCOC(=O)CC1C(=O)NCCN1C(=O)Nc1ccccc1 (stereo not drawn) | 18*
Cc1ccc(-c2ccc(CN3C(C)C(=O)N(Cc4cn(CCC5OCCO5)nn4)CCS3(=O)=O)cc2)cc1 (stereo not drawn) | 0.5
N#C/C(=C\c1ccc(-c2cccc([N+](=O)[O-])c2)o1)C(=O)N1CCOCC1 | -0.6
CCCN1CCN(C(=O)C2CCN(S(=O)(=O)c3ccc4c(c3)oc(=O)n4C)CC2)CC1 | -2.1
